Growth percent in the NCI-60 one-dose screen (48 h, 10 µM unless noted): 100 = growth as untreated, 0 = no growth, -100 = all killed.
UO-31: UO-31 renal cancer; 81,000 compounds, 5.2% hits; AID 1794768
TK-10: TK-10 renal cancer cells | 81,000 compounds, 3.9% hits | AID 1794769
CAKI-1: CAKI-1 renal cancer. 75,000 compounds, 4.7% hits
786-0: 786-0 renal cancer cells. 81,000 compounds, 5.1% hits
A498: A498 renal cancer cells | 76,000 compounds, 5.4% hits | AID 1794774
RXF 393: RXF 393 renal cancer cells | 77,000 compounds, 6.9% hits
ACHN: ACHN renal cancer. 81,000 compounds, 4.9% hits. AID 1794771
SN12C: SN12C renal cancer cells. AID 1794767. 81,000 compounds, 3.8% hits
DU-145: DU-145 prostate cancer; 81,000 compounds, 4.2% hits; AID 1794760
* hit, by the source's call; · = not tested or not shown; & = joins results of further samples. Rule for the calls: active = growth percent below 10; inactive = the rest. The list is partial. The share of hits here may be higher or lower than overall.

SMILES	UO-31	TK-10	CAKI-1	786-0	A498	RXF 393	ACHN	SN12C	DU-145
COc1ccc2nc(Cl)c(/C=C(\C#N)C(=O)c3cn(Cc4ccccc4)c4ccccc34)cc2c1	79.5	104.2	88.2	100.0	95.1	·	102.9	101.4	117.0
O=C1NC(=O)C(=Cc2cn(CC(O)Cn3cc(C=C4C(=O)NC(=O)NC4=O)c4ccccc43)c3ccccc23)C(=O)N1	86.1	105.0	101.2	91.3	105.8	89.1	105.1	107.1	104.3
COC12c3c(C)cc(O)c4c(=O)occ(c34)C(=O)C1C13COC(=O)c4c(O)cc(C)c(c41)C(=O)C2C3OC(C)=O (configuration not stated)	91.5	109.5	155.5	95.7	114.5	115.0	100.2	102.5	112.9
COc1cc(N(CCCl)CCCl)ccc1C=Nc1ccccc1C(=O)O	78.5	124.0	98.7	109.9	66.3	102.3	97.0	99.2	104.2
COc1cc(OC)c(S(=O)(=O)N(CCCl)CCCl)cc1C(=O)/C=C/c1cc(OC)c(OC)c(OC)c1	-93.9*	3.8*	-5.6*	-59.7*	-0.9*	-75.5*	2.4*	8.6*	-30.3*
CC(C)N1CCOC(c2ccc(O)c(O)c2)C1 (configuration not stated)	83.3	77.0	102.0	107.7	102.8	114.9	109.4	107.0	106.6
O=C(CF)Nc1ccc2ccccc2c1	68.0	109.7	106.4	102.0	75.4	115.9	98.6	96.6	106.5
COC(=O)C(Cl)CCl (configuration not stated)	87.6	115.7	100.9	106.8	97.0	111.7	115.3	111.0	104.7
[Cl][Hg][c]1ccc(Cl)s1	-64.3*	30.9	-53.0*	-54.5*	104.0	-90.0*	-80.9*	34.1	62.5
C[C@]12CCc3sc(-c4cccc(F)c4)nc3C1=CC[C@@H]1[C@@H]2CC[C@]2(C)C(=O)CC[C@@H]12	1.1*	24.0	36.9	-10.1*	·	-22.5*	11.9	42.9	22.9
O=C(NC(=S)N1CC1)c1ccccc1	81.0	103.1	96.4	99.1	·	101.9	104.0	104.5	105.9
CCCCCCCCCCCCCC[P+](CCCCCC)(CCCCCC)CCCCCC	-36.6*	-43.3*	4.0*	-65.8*	-48.3*	-97.7*	-26.0*	-79.1*	-100.0*
CNN	92.6	100.9	105.1	83.9	113.6	93.4	106.1	113.1	116.4
Cc1ccc(CCN)cc1	79.7	102.2	103.3	101.6	107.6	101.5	96.7	101.0	118.5
O=C(CCl)Cc1ccccc1	92.4	101.6	105.5	93.3	107.7	120.4	98.0	94.6	109.3
CC1Cc2cc(O)c(O)cc2C=[N+]1C (configuration not stated)	92.1	80.8	98.3	97.4	98.7	108.1	90.3	96.4	106.8
Cn1c(=O)c2nncnc2n(C)c1=O	90.9	93.6	86.0	105.9	130.4	·	106.6	102.6	120.1
CC[C@H]1CN2CCC1C[C@@H]2[C@@H](O)c1ccnc2ccc(OC)cc12 (some centres not stated)	70.8	108.6	89.8	95.6	85.7	106.2	·	98.1	111.7
CCCCOP(=O)(OCCCC)c1ccccc1	83.6	100.3	98.7	105.5	110.9	101.5	110.9	93.1	105.6
CCCCC1(CC)COP(=O)(OCC(Cl)(Cl)Cl)OC1 (configuration not stated)	77.3	106.9	113.5	108.3	78.9	111.1	97.1	94.8	110.8
COc1ccc(C2CC(=O)c3c(cc(OC)c(OC)c3OC)O2)cc1 (configuration not stated)	91.1	91.6	93.2	96.0	·	103.5	96.6	93.3	106.1
OC(Cc1ccccn1)C(Cl)(Cl)Cl (configuration not stated)	82.5	·	99.5	101.4	106.2	·	98.8	106.7	116.6
NNC(=O)c1ccccc1	95.4	114.5	102.1	101.3	101.7	101.5	111.2	104.1	117.1
O=C(O)COc1cccc(Cl)c1	89.5	97.6	102.9	104.2	116.4	104.4	96.9	107.8	112.1
CC1C2CCC(C2)C1OC(=O)c1ccccc1C(=O)O (configuration not stated) (tested in a mixture with another compound)	82.0	86.9	92.4	96.5	94.9	109.8	98.6	96.5	94.8
CC12CCC3c4ccc(O)cc4CCC3C1CCC2NC(=O)Cc1ccc(N(CCCl)CCCl)cc1 (configuration not stated)	68.9	88.1	74.6	81.2	79.2	72.4	87.7	66.0	103.4
Clc1ccc(Br)cc1	89.0	134.2	95.9	95.6	113.0	102.5	107.7	105.5	123.4
C(#CCN1CCOCC1)CN1CCOCC1	113.4	99.5	110.4	98.9	90.4	106.3	109.1	112.7	122.5
C[C@@H]1CC[C@@H]2[C@@H]1[C@H](OC(=O)/C=C/C1CCCCC1)[C@]1(C3CCCCC3)C[C@@H](OC(=O)CO)[C@@]2(C)O1	-44.2*	81.7	-21.9*	-10.1*	-83.3*	13.3	14.9	31.2	82.1
Nc1nc(N)[nH]c(=O)n1	86.2	87.4	88.8	101.3	82.8	94.1	98.7	91.0	112.0
CCC(=O)OC1CCn2c1nc1c2C(=O)C(C)=C(N2CC2)C1=O (configuration not stated)	-9.2*	-5.9*	-8.3*	-16.5*	-77.6*	-79.8*	-25.3*	-43.9*	·
[Cl][Hg][n]1c(-c2ccco2)nc2ccccc21	102.7	124.0	106.6	107.5	114.3	103.9	96.6	94.8	97.3
CC1Cc2cc3c(cc2CN1C)OCO3 (configuration not stated)	88.5	96.0	90.9	94.0	101.3	130.0	108.5	96.0	108.1
N#CC(C#N)=Cc1ccc(O)cc1	91.7	103.8	95.9	102.9	86.6	113.3	102.0	94.9	109.8
COC(=O)C[C@](O)(CCC(C)C)C(=O)O[C@@H]1C(OC)=C[C@]23CCCN2CCc2cc4c(cc2[C@H]13)OCO4	·	-23.8*	-13.1*	-46.8*	-46.5*	-89.6*	-25.1*	-26.7*	-26.7*
CC12CCC3C(CC=C4CC(O)CCC43C)C1C/C(=C\N1CCCC1)C2=O (configuration not stated)	11.9	122.2	92.4	93.1	107.3	124.0	95.3	96.0	116.4

As a working copy, part of the list above.
SMILES	UO-31	TK-10	CAKI-1	786-0	A498	RXF 393	ACHN	SN12C	DU-145
Nc1nc(N)[nH]c(=O)n1	86.2	87.4	88.8	101.3	82.8	94.1	98.7	91.0	112.0
CCC(=O)OC1CCn2c1nc1c2C(=O)C(C)=C(N2CC2)C1=O (configuration not stated)	-9.2*	-5.9*	-8.3*	-16.5*	-77.6*	-79.8*	-25.3*	-43.9*	·

Next structures follow:
SMILES	UO-31	TK-10	CAKI-1	786-0	A498	RXF 393	ACHN	SN12C	DU-145
CCOP(=S)(N/N=C1\CC2CCC1C2)OCC (configuration not stated)	77.2	95.7	91.1	100.2	87.5	99.9	100.8	99.6	99.6
Cc1cc[c-]cc1.Fc1c[c-]c(-c2ccccn2)c(F)c1.[Pt+2].c1ccc([PH+](c2ccccc2)c2ccccn2)cc1	58.4	75.9	54.7	63.5	82.7	32.6	69.0	52.1	59.1
Cc1ccc(C(Cc2ccccc2)NCCO)cc1 (configuration not stated)	86.1	88.0	98.0	80.8	97.9	99.2	89.6	101.9	103.6
CCOc1cccc(C(Cc2ccccc2)NC)c1 (configuration not stated)	87.6	99.7	96.1	98.4	83.9	108.5	102.4	96.5	107.6
O=c1c2ccccc2[nH]c(=S)n1-c1cccc(Cl)c1	84.2	103.8	87.3	98.9	100.6	97.3	98.7	93.2	149.7
CN(C)CCC(=O)c1ccccc1	85.8	98.6	100.1	99.5	89.5	104.2	104.2	·	111.6
C=CCC(N)Cc1ccccc1 (configuration not stated)	80.3	111.5	99.9	110.7	111.5	119.4	109.6	105.7	126.2
CC1([N+](=O)[O-])COP(=O)(Nc2cccc(Br)c2)OC1 (configuration not stated)	71.4	91.3	86.2	100.2	·	102.5	97.7	110.0	103.8
C/C(CCN1CC1)=N\NC(=O)Nc1cccc2ccccc12	93.4&77.2	89.4&102.2	96.2&104.9	106.0&103.3	84.9&116.4	101.5&114.7	98.9&93.0	109.3&91.2	106.5&105.8
[N-]=[N+]=NC(C(=O)O)c1ccccc1 (configuration not stated)	88.9	106.1	91.8	102.6	101.4	140.5	100.1	119.0	116.2
CCOC(=O)C1(CC)CCOC1=O (configuration not stated)	98.0	92.6	71.5	107.0	99.5	102.9	94.8	95.2	108.6
CCOP(=O)(CC(N)=O)OCC	91.8	99.0	98.6	99.4	78.1	105.3	102.3	99.0	·

Single records, from the list above.
Record of [N-]=[N+]=NC(C(=O)O)c1ccccc1 (configuration not stated) → UO-31: 88.9; TK-10: 106.1; CAKI-1: 91.8; 786-0: 102.6; A498: 101.4; RXF 393: 140.5; ACHN: 100.1; SN12C: 119.0; DU-145: 116.2
Record of CCOC(=O)C1(CC)CCOC1=O (configuration not stated) → UO-31: 98.0; TK-10: 92.6; CAKI-1: 71.5; 786-0: 107.0; A498: 99.5; RXF 393: 102.9; ACHN: 94.8; SN12C: 95.2; DU-145: 108.6
Record of CCOP(=O)(CC(N)=O)OCC → UO-31: 91.8; TK-10: 99.0; CAKI-1: 98.6; 786-0: 99.4; A498: 78.1; RXF 393: 105.3; ACHN: 102.3; SN12C: 99.0; DU-145: ·

Looked up above:
Cc1cc[c-]cc1.Fc1c[c-]c(-c2ccccn2)c(F)c1.[Pt+2].c1ccc([PH+](c2ccccc2)c2ccccn2)cc1 in ACHN shows 69.0
Cc1ccc(C(Cc2ccccc2)NCCO)cc1 (configuration not stated) in SN12C shows 101.9
CC1([N+](=O)[O-])COP(=O)(Nc2cccc(Br)c2)OC1 (configuration not stated) in UO-31 shows 71.4
CN(C)CCC(=O)c1ccccc1 in A498 shows 89.5

Other structures follow:
SMILES	UO-31	TK-10	CAKI-1	786-0	A498	RXF 393	ACHN	SN12C	DU-145
COc1cc(CNC(=O)CN2CCCC2=O)ccc1O	91.1	98.3	95.8	106.0	109.9	92.7	97.6	97.7	106.7
COc1cccc2c1c(C(=O)C(=O)Nc1ccsc1C(=O)O)cn2Cc1ccc(F)cc1	76.7	106.7	114.0	95.7	123.6	119.8	92.9	88.4	109.1
O=C1C[C@@H]2OCC=C3C[N+]4([O-])CC[C@]56c7ccccc7N1[C@H]5[C@H]2[C@H]3C[C@@H]64 (some centres not stated)	84.8&89.3	106.5&99.1	103.1&92.1	129.6&102.0	113.1&101.8	105.1&107.2	97.6&118.7	101.3	110.2&115.3
C=C(C)[C@@]12OC3(/C=C/C=C/CCCCC)O[C@@H]1[C@@H]1[C@@H]4O[C@]4(CO)[C@@H](O)[C@]4(O)C(=O)C(C)=C[C@H]4[C@@]1(O3)[C@H](C)[C@H]2OC(=O)c1ccccc1	39.7	47.1	69.8	45.8	-47.2*	71.0	42.9	16.5	38.4
CCCNC(=O)CC(C)(C)C(=O)N[C@H]1N=C(c2ccccc2)c2ccccc2N(C)C1=O	87.6	100.0	101.1	100.5	100.8	126.9	109.4	97.7	116.1
CC(C)CCC[C@@H](C)[C@H]1CC[C@H]2[C@@H]3CC=C4C[C@@H](OC(=O)Cc5ccc(N(CCCl)CCCl)cc5)CC[C@]4(C)[C@H]3CC[C@]12C	90.0	158.9	97.0	96.7	132.0	·	100.4	99.9	116.3
COc1cccc2c1c(C(=O)C(=O)Nc1cc(C)no1)cn2Cc1ccc(F)cc1	57.5	82.6	86.7	64.1	91.1	77.4	88.6	62.2	74.2
COC(=O)[C@@]1(C)c2ccccc2C(=O)N2CCc3cc(OC)c(OC)cc3[C@H]21	88.3	113.5	78.7	102.1	98.9	114.6	97.9	100.0	105.5
COc1cc(C(=O)O)cc(OC)c1OC	90.0	98.2	105.0	95.2	77.2	119.4	110.8	104.2	107.8
CN(C)C(=O)Oc1ccc(Cl)cc1[N+](=O)[O-]	92.4&89.8	104.0&118.3	97.0&112.4	101.7&99.5	102.8&125.7	111.5&114.0	102.3&104.9	104.3	104.3&120.1
Clc1cccc(NCOOC2(OOCNc3cccc(Cl)c3)CCCCC2)c1	-73.7*	86.3	12.3	10.8	61.0	107.8	38.8	91.9	73.3
Cn1cc(-c2csc(-c3cn(CCN4CCOCC4)c4ccccc34)n2)c2cccnc21	34.9	87.9	·	75.5	85.1	93.7	63.0	77.4	89.1
ClCCN(CCCl)c1ccc(/C=C\c2ccnc3ccccc23)cc1	70.8	·	·	84.2	68.2	99.0	76.0	75.7	90.6
C=CCN(CC=C)N=O	84.9	95.6	141.5	102.8	117.4	113.6	101.5	107.5	115.3
CCC(=O)C(CCN(C)C)(c1ccccc1)c1ccccn1 (configuration not stated)	89.8	98.8	98.8	110.8	·	109.2	95.1	95.3	104.9
O=C(O)/C=C\c1ccc2c(c1)OCO2	86.1	131.6	·	108.4	110.7	125.1	104.2	107.9	105.9
Nc1c(Cl)c(Cl)nc(C(=O)O)c1Cl	71.1	99.2	90.1	103.3	138.1	135.7	88.2	93.6	119.9
FC(F)(F)c1cccc(NC2=NCCS2)c1	85.5	104.3	89.3	98.7	·	98.6	97.2	99.0	101.7
ClCCN(CCCl)CCN1c2ccccc2Sc2ccccc21	74.5	104.7	79.9	103.7	114.0	97.5	88.8	94.7	116.6
CC(C)(C1CCC(O)CC1)C1CCC(O)CC1 (configuration not stated)	87.1&70.8	98.7&118.5	100.7&99.3	104.2&99.5	97.6&92.5	111.5&103.8	111.1&104.5	94.9&72.8	102.2&114.9
COP(=O)(OC)N1CCCCC1	95.1	·	102.4	99.9	91.9	111.6	112.9	99.0	106.0
Cc1ccc(Nc2[nH]c(=S)nc3[se]c4c(c23)CCCCC4)cc1	93.2	124.7	99.3	104.1	91.9	102.9	91.8	109.0	109.5
FC(F)(F)c1cccc(CCl)c1	81.3	·	103.8	95.0	86.4	104.5	100.3	92.5	106.8
C[C@]12CCC(=O)C=C1C=CC1C2CC[C@@]2(C)C1CC[C@@]2(O)CCC(=O)O (some centres not stated)	84.0	103.5	87.4	105.2	89.4	107.3	·	97.7	111.3
CC(O)CN(CCO)CC(C)O (configuration not stated)	73.7	87.6	101.5	88.1	·	110.3	99.3	97.2	103.4
C/C(=N/N=C(N)N)c1ccc(O)cc1	75.8	110.9	91.0	101.8	92.2	105.2	108.4	104.8	113.2
C=CCOC(=S)SSC(Cl)(Cl)Cl	77.9	89.7	81.0	106.8	117.5	120.5	97.2	104.9	106.0
